# High-throughput results deposited in PubChem by several laboratories.
# M17LAP inhibition – P. falciparum M17LAP inhibitors, primary screen, biochemical, fluorogenic H-Leu-NHMec substrate, 1536-well (AID 1619). Leucine aminopeptidase (Plasmodium falciparum (isolate 3D7)). recombinant M17LAP, H-Leu-NHMec fluorogenic kinetic assay; higher % means a stronger effect. 0.38% of 220,000 active. inhibition, % at 30 µM, or IC50 in µM where a hit was titrated;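 active = compound inhibiting the enzyme by more than half at any dose during confirmatory dose-response retesting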;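 note: plate controls were full reaction with DMSO carrier for no effect and no enzyme background for full effect; strong numbers were not always called active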
# P. falciparum M1AAP – P. falciparum M1AAP inhibitors, biochemical, fluorogenic H-Leu-NHMec substrate, 1536-well (AID 1445); Aminopeptidase N (Plasmodium falciparum (isolate 3D7)); recombinant M1AAP, H-Leu-NHMec fluorogenic kinetic assay; higher % means a stronger effect; inhibition, % at 30 µM, or IC50 in µM where a hit was titrated; 0.42% of 220,000 active;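 active = primary inhibition above the hit cutoff, then over 50% inhibition at one or more dose response concentrations, cut at about 23% in these data, passing the limit was not always enough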;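 note: plate controls were DMSO full reaction for no effect and no enzyme background for full effect; strong numbers were not always called active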
# LYP phosphatase – inhibitors of LYP phosphatase, biochemical, fluorescence intensity, uHTS (AID 1779); 0.054% of 290,000 active; one-dose inhibition, % at 11.5 µM; IC50 in µM for titrated hits; recombinant LYP phosphatase, fluorescence intensity; higher % means a stronger effect;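 note: plate controls were vehicle with enzyme for no effect and no enzyme for full effect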
# CSM14.1 death rescue – rescue of cells from ER stress-induced death, primary screen, 384-well, CSM14.1, thapsigargin, ATP luminescence (AID 1222). CSM14.1 thapsigargin-induced death rescue, ATP luminescence; higher % means a stronger effect. cellular ATP content (survival), % at 20 µM, or EC50 in µM where a hit was titrated. 190,000 tested, under 10 active;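 active = EC50 below 50 µM in the dose-response confirmation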;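 note: death triggered by thapsigargin at about 15 µM added after 2 h compound pretreatment; cell ATP read after overnight thapsigargin exposure of roughly 18 to 22 hours; normalized against plate controls of thapsigargin alone and 5% DMSO vehicle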
# TNAP activation fold – human TNAP enzyme activators, primary screen, biochemical, luminescent, no phosphate acceptor, uHTS (AID 1001); 0.03% of 200,000 active; purified TNAP, luminescent activation assay, no phosphate acceptor; higher activation fold means a stronger effect; Alkaline phosphatase, tissue-nonspecific isozyme (Homo sapiens); activation fold at 20 µM; hits with a dose series show EC50 in µM; in the data active = activation fold from about 3, or a potency from the dose series; inactive = the rest, 99 in 100 with activation fold below about 1.6; note: many of its hits are not listed in these tables
# human PMI inhibitors – human PMI inhibitors, high substrate, primary screen, biochemical, fluorescence intensity, high mannose 6-phosphate (AID 1220). recombinant PMI enzyme, coupled fluorescence intensity; higher % means a stronger effect. one-dose inhibition, % at 20 µM; IC50 in µM for titrated hits. 0.66% of 190,000 active
# human PMI inhibition – inhibitors of human PMI, primary screen, biochemical, fluorescence intensity, coupled assay (AID 1209); Mannose-6-phosphate isomerase (Homo sapiens); purified PMI enzyme, coupled fluorescence intensity; higher % means a stronger effect; inhibition, % at 20 µM; hits with a dose series show IC50 in µM; 0.42% of 190,000 active;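 note: plate controls were DMSO vehicle for no effect and wells lacking substrate for full effect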
# XIAP antagonists – XIAP antagonists, biochemical, IAP family, fluorescence polarization (AID 1018); E3 ubiquitin-protein ligase XIAP (Homo sapiens); XIAP BIR domain, fluorescence polarization peptide displacement; higher % means a stronger effect; displacement, % at 20 µM; hits with a dose series show IC50 in µM; 0.007% of 200,000 active; in the data active = displacement above about 50%; note: a part of the inactive calls stands beside numbers as strong as those of hits
# Myeloid diff MLP – induction of myeloid progenitor differentiation, primary screen, cell-based, flow cytometry, MLPCN library; ER-HoxA9 myeloid progenitors, lysozyme-GFP differentiation; AID 624256, 2012; calls only at 10 µM; 1% of 360,000 active;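 active = normalized GFP-positive differentiation at or above the plate's own cutoff, the solvent-only control mean plus 3 SD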;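 note: cells exposed to compound for four days before flow analysis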
# Myeloid diff MLP GFP+ MAC1+ % – recorded beside Myeloid diff MLP, whose call it bears; GFP+ MAC1+ double positive, %; measured here: differentiation confirmed by MAC1 staining
# * = called active by the depositor; i = inactive; · = not tested or not shown; + = active, no number. Cut-off read from the data, not from the text of the source, unless noted: active = inhibition above about 50%; inactive = the rest.
# Every second line gives: M17LAP inhibition, P. falciparum M1AAP, LYP phosphatase, CSM14.1 death rescue, TNAP activation fold, human PMI inhibitors, human PMI inhibition, XIAP antagonists, Myeloid diff MLP, Myeloid diff MLP GFP+ MAC1+ %
> N#CCCn1c(SCC(=O)NCCc2ccc(F)cc2)nc2ccccc21
→ -1%, 3%, -2%, -2.4%, 1, 0%, -2%, 0.6%, i, 2.0
> COC(=O)/C=C1/S/C(=N/NC(=O)c2ccccc2C)NC1=O
→ 27%, 2%, -10%, -0.4%, 1.2, 2%, 2%, -2.9%, i, 1.7
> CN(C)CCOC(=O)c1ccc2c(c1)S(=O)(=O)c1ccccc1C2=O
→ 11%, 8%, -9%, ·, ·, ·, ·, ·, i, 0.5
> COc1ccc(N2CCN(C(=O)CSc3nnc(NC(=O)C4CC4)s3)CC2)cc1
→ 19%, -3%, -6%, -0.1%, 1.1, 6%, 5%, -3.6%, i, 0.3
> CC(C)Cc1nc(S(=O)(=O)c2ccc(Cl)cc2)c(N2CCOCC2)o1
→ 9%, 3%, 82%*, -2.1%, 1.1, -15%, -8%, 0.8%, i, 0.7
> Cc1c(NC(=S)N2CCN(c3ccc(F)cc3)CC2)c(=O)n(-c2ccccc2)n1C
→ -3%, -4%, -7%, -0.2%, 1.1, -6%, -2%, -0.8%, i, 0.7
> CCCCCC(C)n1[nH]c(=O)c2c(C)cc(C)nc21 (stereo not drawn)
→ 6%, 0%, -13%, -1.6%, 1.1, -8%, 4%, -4.9%, i, 2.3
> O=C(c1ccco1)N1CCN(c2c(-c3ccccc3)c3cc(Cl)ccc3[nH]c2=O)CC1
→ 10%, 36%, 4%, -0.6%, 1.1, 20%, 19%, 0.1%, i, 3.2
> COC(=O)c1ccc(-c2ccc(/C=N/N3C(=O)C4C5C=CC(C6CC56)C4C3=O)o2)cc1 (stereo not drawn)
→ -14%, 4%, 7%, 2.7%, 1, -43%, -16%, -0.9%, i, 0.4
> CCOc1ccc(C2NC(=S)NC3=C2CCc2ccccc23)cc1 (stereo not drawn)
→ 5%, 10%, 8%, ·, ·, ·, ·, ·, i, 0.4
> O=C(COc1ccccc1)N1CCN(S(=O)(=O)c2ccc(Cl)cc2)CC1
→ 5%, 2%, -4%, -0.2%, 1.1, -1%, 0%, -1.6%, i, 7.0
> COc1cccc(C(c2nnnn2Cc2ccccc2)N2CCN(C3CCCC3)CC2)c1OC (stereo not drawn)
→ 22%, 13%, -6%, -3.2%, 1.1, -3%, -4%, 0.4%, i, 1.2
> O=[N+]([O-])c1cc(CN2CCN(c3cccc(C(F)(F)F)c3)CC2)c2cccnc2c1O
→ 43%, -5%, 2%, -0.5%, 1.2, 50%, 11%, -11%, ·, ·
> CCOc1ccc(/C=C2/SC(=O)NC2=S)cc1
→ 17%, 11%, 5%, -2.2%, 1.3, 6%, 20%, -1.5%, i, 0.3
> O=C1CCSc2ccc(Cl)cc2N1Cc1ccc(Cl)cc1
→ -13%, 6%, -3%, -0.5%, 1.1, 3%, 2%, -4.3%, i, 0.4

# One compound at a time, from the list above.
# Shown for `O=C(COc1ccccc1)N1CCN(S(=O)(=O)c2ccc(Cl)cc2)CC1` → M17LAP inhibition: 5%; P. falciparum M1AAP: 2%; LYP phosphatase: -4%; CSM14.1 death rescue: -0.2%; TNAP activation fold: 1.1; human PMI inhibitors: -1%; human PMI inhibition: 0%; XIAP antagonists: -1.6%; Myeloid diff MLP: i; Myeloid diff MLP GFP+ MAC1+ %: 7.0
# Shown for `CCCCCC(C)n1[nH]c(=O)c2c(C)cc(C)nc21` (stereo not drawn) → M17LAP inhibition: 6%; P. falciparum M1AAP: 0%; LYP phosphatase: -13%; CSM14.1 death rescue: -1.6%; TNAP activation fold: 1.1; human PMI inhibitors: -8%; human PMI inhibition: 4%; XIAP antagonists: -4.9%; Myeloid diff MLP: i; Myeloid diff MLP GFP+ MAC1+ %: 2.3
# Shown for `CC(C)Cc1nc(S(=O)(=O)c2ccc(Cl)cc2)c(N2CCOCC2)o1` → M17LAP inhibition: 9%; P. falciparum M1AAP: 3%; LYP phosphatase: 82%*; CSM14.1 death rescue: -2.1%; TNAP activation fold: 1.1; human PMI inhibitors: -15%; human PMI inhibition: -8%; XIAP antagonists: 0.8%; Myeloid diff MLP: i; Myeloid diff MLP GFP+ MAC1+ %: 0.7

# The listing picks up; the three compounds before the break are reprinted first.
# Every second line gives: M17LAP inhibition, P. falciparum M1AAP, LYP phosphatase, CSM14.1 death rescue, TNAP activation fold, human PMI inhibitors, human PMI inhibition, XIAP antagonists, Myeloid diff MLP, Myeloid diff MLP GFP+ MAC1+ %
> O=[N+]([O-])c1cc(CN2CCN(c3cccc(C(F)(F)F)c3)CC2)c2cccnc2c1O
→ 43%, -5%, 2%, -0.5%, 1.2, 50%, 11%, -11%, ·, ·
> CCOc1ccc(/C=C2/SC(=O)NC2=S)cc1
→ 17%, 11%, 5%, -2.2%, 1.3, 6%, 20%, -1.5%, i, 0.3
> O=C1CCSc2ccc(Cl)cc2N1Cc1ccc(Cl)cc1
→ -13%, 6%, -3%, -0.5%, 1.1, 3%, 2%, -4.3%, i, 0.4
> Cc1cc(-c2ccccc2C(=O)NC2CCCCC2)on1
→ -2%, -1%, -10%, ·, ·, ·, ·, ·, i, 1.2
> COc1ccc(C2SCC(C(=O)O)N2C(C)=O)cc1OC (stereo not drawn)
→ 1%, -1%, -3%, -0.9%, 1.1, 2%, 2%, -8.0%, i, 1.3
> COc1ccc(Nc2cc(C)nc3nc(C)nn23)cc1Cl
→ -4%, 5%, -1%, -1.5%, 1, 0%, -11%, -5.9%, i, 1.7
> CCN(N)C(=S)Nc1ccc(F)cc1
→ 8%, -1%, -4%, -0.4%, 1.2, -7%, -9%, -4.8%, i, 0.5
> Cc1c(-c2cccs2)[n+](=O)c2c(n1[O-])CCCC2
→ -14%, 8%, -7%, -1.4%, 1.1, 0%, -1%, 72%, i, 1.6
> COC(=O)C1C(=O)CC(C)(O)C(C(=O)OC)C1/C=C/c1ccccc1 (stereo not drawn)
→ 6%, 1%, -5%, 0.0%, 1, 1%, -5%, -7.0%, i, 0.6
> CC(NC(=S)Nc1ccc(OC(F)F)cc1OC(F)F)C(C)(C)C (stereo not drawn)
→ 3%, 1%, -5%, -4.6%, 1.1, 6%, 20%, -0.7%, i, 1.0
> CCCOc1ccc(/C=C/C(=O)Nc2ccc([N+](=O)[O-])cc2)cc1
→ -2%, 3%, 8%, -0.7%, 1, 13%, 14%, -18%, i, 1.0
> Cn1nc(OCC(N)=O)ccc1=O
→ 3%, 1%, -6%, -1.3%, 1, 5%, 8%, -7.0%, i, 1.4
> Cc1sc2nc(COC(=O)c3ccc(N4CCCC4)c([N+](=O)[O-])c3)[nH]c(=O)c2c1C
→ -6%, 4%, -5%, -0.1%, 0.9, 8%, 10%, -14%, +, 1.1*
> S=C(Nc1ccccc1Cl)N(Cc1ccccc1)Cc1ccccn1
→ -2%, 4%, -6%, 3.0%, 1.1, -1%, 3%, -7.7%, i, 1.0
> Cc1ccc(S(=O)(=O)NCCNC(=O)C2CCCNC2=O)cc1 (stereo not drawn)
→ 0%, 7%, -4%, 5.4%, 1, 2%, 12%, -5.4%, i, 0.2
> N#C/C(=C(/O)COC(=O)c1ccc(Cl)c(S(=O)(=O)N2CCOCC2)c1)c1nc2ccccc2[nH]1
→ 6%, -4%, 3%, 1.8%, 1, 24%, 23%, -6.3%, i, 1.0
> COc1ccc(C(c2nnnn2Cc2cccs2)N2CCN(c3ccc(F)cc3)CC2)cc1OC (stereo not drawn)
→ -1%, -2%, -11%, -0.3%, 1.1, 3%, 8%, -5.5%, i, 0.8
> COc1ccc(/C(O)=C2/C(=O)C(=O)N(CCCN(C)C)C2c2cccnc2)cc1 (stereo not drawn)
→ ·, ·, -5%, -1.0%, 1.1, 1%, -5%, -4.0%, ·, ·
> O=C(Nc1ncc(Cc2ccccc2Cl)s1)C1=NCCN1
→ -11%, -4%, -6%, 3.5%, 1.6, 19%, 12%, 0.1%, i, 0.1
> Cc1cnn(Cc2ccccc2)c1N
→ 3%, -2%, 1%, ·, 1.1, 13%, 17%, -4.5%, i, 1.5
> CCOC(=O)C1=C(N)Oc2cc(C)[nH]c(=O)c2C1c1ccncc1 (stereo not drawn)
→ -5%, 2%, -8%, -1.1%, 1, 2%, 0%, -1.2%, i, 0.8
> O=C1CC(N2CCN(c3ccccc3)CC2)C(=O)N1c1ccc2c(c1)OCCO2 (stereo not drawn)
→ 3%, 4%, 0%, 7.5%, 1, -7%, 6%, -8.0%, i, 1.1
> CC(=O)c1nnn(-c2cccc([N+](=O)[O-])c2)c1C
→ -3%, -12%, -2%, -0.5%, 1, 4%, 3%, -4.0%, i, 0.0
> CC(C)CNC(=S)N1CCN(Cc2ccc3c(c2)OCO3)CC1
→ 21%, -1%, -6%, -0.3%, 1.1, 14%, 20%, -9.7%, i, 0.1
> O=C(OCCN=C1NS(=O)(=O)c2ccccc21)c1cccs1
→ 9%, 7%, -6%, -0.6%, 1.1, -5%, -22%, -7.2%, i, 0.3
> CCOC(=O)COc1ccccc1/C=N/O
→ -8%, -1%, 2%, 1.2%, 1.1, -6%, -9%, -6.6%, i, 0.3
> COCCCN1C(=O)C(=O)/C(=C(/O)c2ccc3c(c2)OCCO3)C1c1ccc(C(=O)OC)cc1 (stereo not drawn)
→ 20%, 3%, -6%, -2.0%, 1.1, -2%, 2%, -7.0%, i, 1.1
> CCN(CC)C(=O)CSc1nc(O)cc(=O)n1C
→ -8%, -3%, -1%, -3.8%, 1.1, 10%, 13%, 1.4%, i, 7.3
> CCOc1ccc(NC(=O)N(CCN(C)C)C(C)c2ccncc2)cc1 (stereo not drawn)
→ 15%, 11%, -4%, 0.7%, 1.1, 23%, 6%, 0.3%, i, 2.6
> COc1ccc(OC)c(NC(=O)COC(=O)Cc2ccc(Br)cc2)c1
→ -18%, -7%, -2%, -0.3%, 1, 16%, 20%, -8.2%, i, 0.1
> CCn1c(COc2ccccc2C)nc2ccccc21
→ 0%, -6%, 14%, 13%, 1, 3%, -1%, -5.5%, i, 0.2

# Ordered by value in TNAP activation fold (low to high): some entries from above.
Structure | M17LAP inhibition | P. falciparum M1AAP | LYP phosphatase | TNAP activation fold | human PMI inhibitors | human PMI inhibition | XIAP antagonists | Myeloid diff MLP GFP+ MAC1+ %
COc1ccc(OC)c(NC(=O)COC(=O)Cc2ccc(Br)cc2)c1 | -18% | -7% | -2% | 1 | 16% | 20% | -8.2% | 0.1
O=C(OCCN=C1NS(=O)(=O)c2ccccc21)c1cccs1 | 9% | 7% | -6% | 1.1 | -5% | -22% | -7.2% | 0.3
O=C(Nc1ncc(Cc2ccccc2Cl)s1)C1=NCCN1 | -11% | -4% | -6% | 1.6 | 19% | 12% | 0.1% | 0.1
